Source: PubChem
SENP6 inh = inhibitors of human SENP6 protease. inhibition, % at 10 µM. AID 2599. actives 1.8% (n = 330,000). Recombinant SENP6 catalytic domain, aminoluciferin luminescence;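 active = inhibition above about 50% at the single tested dose, limit read from the data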;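 note: plate controls were DMSO wells with enzyme for no effect and DMSO wells lacking enzyme for full effect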
Target sequence (Q9GZR1 628-1112 limits assumed): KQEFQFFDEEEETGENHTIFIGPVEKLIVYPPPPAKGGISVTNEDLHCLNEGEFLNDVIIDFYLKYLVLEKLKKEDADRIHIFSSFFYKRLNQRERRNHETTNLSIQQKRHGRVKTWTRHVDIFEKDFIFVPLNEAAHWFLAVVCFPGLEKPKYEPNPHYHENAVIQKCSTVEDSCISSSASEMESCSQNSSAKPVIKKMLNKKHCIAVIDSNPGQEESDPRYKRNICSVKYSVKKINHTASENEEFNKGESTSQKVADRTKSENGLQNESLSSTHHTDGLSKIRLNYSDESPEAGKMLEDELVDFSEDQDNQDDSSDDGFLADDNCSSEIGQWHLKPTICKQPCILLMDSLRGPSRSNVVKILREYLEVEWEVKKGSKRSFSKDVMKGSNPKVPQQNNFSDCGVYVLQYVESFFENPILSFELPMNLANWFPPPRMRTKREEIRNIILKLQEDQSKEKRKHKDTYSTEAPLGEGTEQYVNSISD
Apaf1 inhib = human Apaf-1 inhibition. O14727. reconstituted apoptosome caspase-3 activity, DEVD-Rh110 fluorescence. inhibition, % at 20 µM. actives 0.71% (n = 330,000). AID 489030; active = inhibition of at least 40% at 20 µM;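 note: plate controls were DMSO wells for no effect and DEVD-CHO caspase inhibitor wells for full effect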
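Material: reconstituted apoptosome with Apaf-1, cytochrome c, caspase-9, procaspase-3, dATP / Buffer or medium: pH 7.5 Hepes buffer with CHAPS, BSA, DTT / Also added: cytochrome c with DEVD-Rh110 / Schedule: compound with Apaf-1, dATP, procaspase-3 30 min, then 50 min reaction, room temperature / Technique: rhodamine 110 fluorescence at Ex 480/Em 540 nm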
SENP8 block-1 = blocks human SENP8 cleavage of Nedd8 substrate; recombinant SENP8, Nedd8 substrate fluorescence; inhibition, % at 20 µM; AID 602440; Q96LD8; actives 0.64% (n = 360,000); in the data active = inhibition mostly above about 40%, no sharp cut-off; inactive = mostly below about 27%
SENP7 block = SENP7 protease inhibition; Q9BQF6; recombinant SENP7, Z-RLRGG-aminoluciferin luminescence, 40 min; inhibition, % at 5 µM; actives 1.5% (n = 330,000); AID 434973;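 active = inhibition above about 50% at the single test dose, limit read from the data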;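 note: plate controls were DMSO with enzyme for no effect and no enzyme buffer wells for full effect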
Target sequence (Q9BQF6 706-1050 limits assumed): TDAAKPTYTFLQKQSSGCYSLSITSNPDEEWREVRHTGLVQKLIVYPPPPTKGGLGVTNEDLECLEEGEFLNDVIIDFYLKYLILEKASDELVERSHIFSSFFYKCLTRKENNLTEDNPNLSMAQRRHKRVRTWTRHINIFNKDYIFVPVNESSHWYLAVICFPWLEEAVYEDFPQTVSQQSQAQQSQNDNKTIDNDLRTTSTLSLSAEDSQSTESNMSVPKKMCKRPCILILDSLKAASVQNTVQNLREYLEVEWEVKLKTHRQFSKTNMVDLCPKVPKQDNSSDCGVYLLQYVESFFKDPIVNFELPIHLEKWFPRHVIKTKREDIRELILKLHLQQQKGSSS
PfGluPho inh = PfG6PD (Plasmodium falciparum) enzyme inhibition. PfGluPho enzyme, NADPH resazurin-diaphorase fluorescence. inhibition, % at 20 µM. actives 0.78% (n = 350,000);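 active = inhibition reaching at least a set limit at 20 µM in the primary screen, cut at about 59% in these data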;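 note: 0% = DMSO wells with substrate and 100% = DMSO wells lacking glucose-6-phosphate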
HKDC1 inh = inhibitors of human hexokinase HKDC1 | Q2TB90 | recombinant HKDC1, G6PDH/diaphorase resazurin coupled fluorescence | inhibition, % at 20 µM | actives 0.16% (n = 340,000) | AID 493160;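 active = inhibition above about 35% when tested at 20 µM, limit read from the data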;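 note: plate controls were DMSO wells with enzyme for no effect and DMSO wells lacking enzyme for full effect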
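Material – in-house recombinant HK5 (HKDC1) enzyme · Quantity – HKDC1 at 5 µg/mL · Buffer or medium – pH 8.0 Tris buffer with 10 mM MgCl2 · Reagent – glucose with 1 mM ATP · Dosing – single 20 µM dose · Times – reaction time 90 min, room temperature, protected from light · Technique – resorufin fluorescence at 613 nm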
SENP1 FRET inh = blocks the human SENP1 SUMO protease catalytic domain | Q9P0U3 | recombinant SENP1 catalytic domain, CyPet-SUMO1-YPet FRET cleavage | inhibition, % at 10 µM | actives 0.21% (n = 360,000) | AID 624204;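 active = inhibition at least 30% at 10 µM, raw YFP signal under a set limit, fluorescence ratio 0.5 to 1.5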;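 note: 0% = enzyme with DMSO and 100% = no enzyme wells; some results filed as inactive read as strong as hits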
Target sequence (Q9P0U3 419-644 limits assumed): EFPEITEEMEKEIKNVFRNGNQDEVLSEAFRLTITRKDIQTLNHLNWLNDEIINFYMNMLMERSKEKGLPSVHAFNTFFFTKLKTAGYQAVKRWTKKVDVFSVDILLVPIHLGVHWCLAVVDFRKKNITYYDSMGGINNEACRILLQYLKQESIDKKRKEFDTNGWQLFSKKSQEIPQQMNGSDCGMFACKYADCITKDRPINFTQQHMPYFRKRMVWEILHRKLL
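Controls: no-enzyme wells low, DMSO-plus-enzyme wells high control. Test system: human recombinant His6-tagged SENP1 catalytic domain enzyme. Reagent: SFCypet-SUMO1-SFYpet FRET protein substrate, 25 nM final. Doses: one dose per compound, 10 µM, 0.5% DMSO. Detection: FRET, CFP and YFP emission. Timing: 50 min reaction at room temperature.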
SENP8 block-2 = inhibitors of human SENP8 protease. Q96LD8. purified SENP8, Z-RLRGG-aminoluciferin cleavage, luminescence. inhibition, % at 10 µM. actives 1.2% (n = 330,000). AID 2540; in the data active = inhibition above about 50%
* marks the source's active call; other numbers are inactive results; nt = no result given.

SMILES	SENP6 inh	Apaf1 inhib	SENP8 block-1	SENP7 block	PfGluPho inh	HKDC1 inh	SENP1 FRET inh	SENP8 block-2
COc1ccccc1NC(=O)CSc1nc2ccccc2c(=O)n1CCNC(C)=O	1	-13	8	-6	-10	-3	-1	-8
COc1ccc(OC)c(NC(=O)c2cc(S(=O)(=O)N(C)C)ccc2N2CCCC2)c1	-5	-5	-5	-4	-6	-4	1	4
COc1ccc(-c2c(NC(=O)c3ccco3)n(-c3ccccc3)nc(C)c2=O)cc1	-14	-26	2	-3	4	-2	3	-4
COc1ccc(-c2csc3ncnc(N4CCN(Cc5ccccc5)CC4)c23)cc1	-8	30	6	2	26	8	-4	4
CC(C)C[C@H](NC(=O)c1[nH]cnc1C(=O)N[C@@H](Cc1ccccc1)C(=O)OCc1ccccc1)C(=O)OCc1ccccc1	3	12	9	7	22	1	1	3
Cc1c(Nc2nc3ccccc3nc2NS(=O)(=O)c2cccc(Cl)c2)c(=O)n(-c2ccccc2)n1C	1	0	-3	-2	-15	-6	-5	0
COc1ccc(C)cc1S(=O)(=O)N1CCCC(C(=O)N2CCN(c3ccccc3)CC2)C1 (configuration not stated)	6	18	24	-2	-15	0	3	3
CC(=O)c1c(C)[nH]c(C(=O)COc2ccc3c(C)cc(=O)oc3c2)c1C	-13	-11	-29	-6	21	-5	0	-1
O=C1c2cc(S(=O)(=O)NCCCO)ccc2-c2ccc(S(=O)(=O)NCCCO)cc21	-1	-21	13	16	-10	1	4	6
COC(=O)c1ccc(CN2CCc3ccc(NC(=O)c4ccncc4)cc3C2)cc1	-7	27	-6	10	-2	6	-11	-1
COc1ccc(N=C2SC(CC(=O)Nc3ccccc3)C(=O)N2Cc2ccco2)cc1 (configuration not stated)	-18	4	22	-11	3	-4	1	-6
COC(=O)CC(NS(=O)(=O)c1cccs1)c1cccc2ccccc12 (configuration not stated)	-11	8	15	0	3	-1	-2	0
Cn1c(=O)c2c(n(Cc3ccccc3)c1=O)NC(=O)C2CC(=O)O (configuration not stated)	-10	-2	1	1	-12	-6	-4	4
CCOC(=O)c1ccc(NC(=O)CN2C(=O)CCC2=O)cc1	10	-7	20	5	15	-6	3	1
CCOc1ccc(/C=N/Nc2ccc(Cl)nn2)c(O)c1	15	1	7	0	-21	12	2	4
Cc1cc(C)n(C(=O)c2cccc(S(=O)(=O)N3CCCCC3)c2)n1	-10	-3	22	-10	-12	-2	1	-10
Cc1ccc(-c2nnc(Nc3ccc4c(c3)OCO4)c3ccccc23)cc1S(=O)(=O)NC(C)C	5	11	9	7	18	-1	4	1
CCCn1c(C(C)Nc2nc(-c3ccc(C)cc3)cs2)nc2cc(Cl)c(N3CCCCC3)cc21 (configuration not stated)	-11	14	-19	6	11	-3	-3	-7
COc1ccc(-c2cc(=O)c(C(=O)c3ccc(C)cc3)n[nH]2)cc1	-8	-6	14	0	-26	-5	1	4
c1ccc(CCc2nn3c(Cc4ccccc4)nnc3s2)cc1	-16	-5	14	1	49	-3	0	5
Nc1ccc(-c2nc3cc(N)ccc3o2)cc1	52*	-5	-469	41	4	6	-10	17
COc1cc(CNCCCN2CCOCC2)ccc1OCC(=O)NC(C)(C)C	15	-19	20	3	-7	2	1	1
Cc1cccc(NC(=O)c2cc([N+](=O)[O-])ccc2NCC2CCCO2)n1 (configuration not stated)	6	9	11	0	6	0	1	-2
O=C(NCc1cccnc1)NC(=O)c1ccc(Cl)cc1	12	-8	-2	0	-4	-6	1	-7
CC(C)C(C)NC(=O)CN1C(=O)NC2(CCCc3ccccc32)C1=O (configuration not stated)	-3	-7	22	-3	12	-6	0	1

Full records, quoted from the list. Values in the order: SENP6 inh | Apaf1 inhib | SENP8 block-1 | SENP7 block | PfGluPho inh | HKDC1 inh | SENP1 FRET inh | SENP8 block-2
Record of `CC(=O)c1c(C)[nH]c(C(=O)COc2ccc3c(C)cc(=O)oc3c2)c1C` : -13 | -11 | -29 | -6 | 21 | -5 | 0 | -1
Record of `COC(=O)c1ccc(CN2CCc3ccc(NC(=O)c4ccncc4)cc3C2)cc1` : -7 | 27 | -6 | 10 | -2 | 6 | -11 | -1
Record of `COc1ccccc1NC(=O)CSc1nc2ccccc2c(=O)n1CCNC(C)=O` : 1 | -13 | 8 | -6 | -10 | -3 | -1 | -8

Further structures follow.
SMILES	SENP6 inh	Apaf1 inhib	SENP8 block-1	SENP7 block	PfGluPho inh	HKDC1 inh	SENP1 FRET inh	SENP8 block-2
CCOC(=O)C(NC(C)=O)(NS(=O)(=O)c1ccccc1)C(F)(F)F (configuration not stated)	-12	-1	12	-5	-17	-3	4	-4
COc1cccc(CN2CCN(C(=O)c3cc(-c4ccncc4)nc4ccc(C)cc34)CC2)c1	1	9	-6	-1	13	-5	-3	1
Cc1ccc(S(=O)(=O)CCC(=O)Nc2nc(-c3cccnc3)cs2)cc1	17	-9	-2	5	0	1	-7	5
OC(CN1C2=NCCN2c2ccccc21)c1ccccc1 (configuration not stated)	10	-3	6	1	3	1	1	5
O=C(CN1C(=O)NC2(CCCCCC2)C1=O)Nc1ccc(Cl)c([N+](=O)[O-])c1	13	9	5	-11	-3	-4	1	3
CN(C)C(=O)c1ccc(NC(=O)c2cccc(S(=O)(=O)N3CCCCCC3)c2)cc1	-6	-3	14	8	-4	-4	5	-1
Cc1cc(C)n(CC(=O)NNC(=O)c2cccc(C(F)(F)F)c2)n1	-11	7	20	5	-1	-1	0	8
CCCCN1CC[C@H]2C=CC[C@@H](C(=O)NCc3ccc(OC)cc3)[C@H]2C1=O	-27	7	10	9	-9	-2	3	-11
O=C(N=Nc1ccc(NOC(=O)c2ccccc2Br)cc1)c1ccccc1O	91*	5	nt	63*	nt	nt	nt	86*
Cc1cccc(OCCNC(=O)c2ccc(Cl)c(S(=O)(=O)NCc3cccnc3)c2)c1	0	-6	17	-1	-12	4	1	0
COc1cccc(-c2nc(CS(=O)CC(=O)NC(C)CCc3ccccc3)c(C)o2)c1 (configuration not stated)	-15	7	8	0	-13	-2	2	0
CCOC1(OCC)C(c2ccc(N)cc2)C(C#N)(C#N)C1(OCC)OCC (configuration not stated)	-2	19	6	-6	19	5	-43	0
Cc1ccc(S(=O)(=O)N2CCCCC2)cc1C(=O)OCC(=O)NC(=O)NC12CC3CC(CC(C3)C1)C2	0	7	-1	4	2	-5	0	-2
Nc1nnc(SCC(=O)Nc2cccc(Cl)c2)s1	3	7	2	7	20	-1	1	-10
COc1ccc(C)cc1NC(=O)C1CCCN1S(=O)(=O)c1ccccc1F (configuration not stated)	-9	-7	8	6	13	2	1	6
COc1ccc(C(CNC(=O)c2cccc(S(=O)(=O)N3CCOCC3)c2)N2CCCC2)cc1 (configuration not stated)	-31	1	12	-13	-22	-3	2	-10
O=C(NC1CCCN(Cc2ccc(Cl)cc2)C1)c1ccccc1-c1ncc[nH]1 (configuration not stated)	14	-5	2	3	2	-2	-2	2
CC1=CC2=NC(=O)/C(=C\c3cccn3CCOc3ccccc3)C(=N)N2O1	-12	19	16	9	7	-2	-5	-1
O=[N+]([O-])c1ccc(C(O)CN=Cc2ccc(O)cc2O)cc1 (configuration not stated)	1	-12	26	-2	12	2	-3	0
C(#CC1CCCC1)c1ccc2c(c1)COc1c3ccccc3nn1-2	44	19	5	2	-2	3	-1	26
CCS(=O)(=O)NCC(c1cccnc1)N1CCN(c2ccc(OC)cc2)CC1 (configuration not stated)	-6	7	8	3	-1	1	-1	0
CO/N=C\C(=N\Nc1ccc(OC)cc1)C(=O)c1ccccc1	-10	9	36	-1	-4	2	1	-4
CCCCC(NC(=O)COc1cc2c(c3oc(=O)cc(C)c13)CCC(C)(C)O2)C(=O)O (configuration not stated)	9	-4	-294	4	-12	3	0	0
CCOc1cc(C#N)ccc1OCC(=O)N1CCc2ccccc2C1	-2	0	1	1	12	-4	1	1
CCN(CC)S(=O)(=O)c1ccc(NC(=O)COC(=O)CNC(=O)C2CCCCC2)cc1	-5	5	5	-6	-5	8	1	0
(continued)
SMILES	SENP6 inh	Apaf1 inhib	SENP8 block-1	SENP7 block	PfGluPho inh	HKDC1 inh	SENP1 FRET inh	SENP8 block-2
COc1cc2cc(C(=O)N(C)Cc3ccccc3)[nH]c2cc1OC	3	-1	-254	3	5	-5	-2	7
COc1ccc(/C=N/NC(=O)c2cc3c(ccc4ccccc43)o2)cc1OC	10	-11	-377	-1	5	-1	-2	-1
Cn1ccnc1C(=O)c1ccc(S(=O)(=O)N2CCCC2)cc1	-4	-4	5	-1	10	-2	2	-1
COc1ccc(C(=O)N/N=C(\C)CC(=O)Nc2ccccn2)cc1OC	1	5	1	8	6	-6	-1	12
O=C(NCCNCC(O)COc1ccc(O)cc1)N1CCOCC1 (configuration not stated)	nt	nt	2	nt	-1	-9	2	nt
COC(=O)[C@H](Cc1ccccc1)NC(=O)[C@@H](N)CC(=O)O	-3	11	3	0	-12	-8	2	-8
CC#Cc1cc2c(cc1O)CCC1C2CCC2(C)C(O)CCC12 (configuration not stated)	nt	nt	-23	nt	25	8	-40	nt
Cc1ccccc1OCC(=O)OCC(=O)NC1CCCCCC1	-19	4	11	11	7	-4	3	1
Cc1ccc(NC(=O)CN(C)C(=O)CSc2nnc(N)s2)cc1	-5	-6	19	-5	2	-3	2	2
COc1ccc(/C=C/C(=O)N2CCN(C)CC2)cc1OC	-14	5	-175	-11	1	-2	-1	-9
CCC(C)NC(=O)CSC1=Nc2ccccc2C2=NC(CCC(=O)NCc3ccco3)C(=O)N12 (configuration not stated)	-4	2	-145	0	-12	-4	2	-3
O=C(CN1C(=O)NC2(CCCc3ccccc32)C1=O)c1ccc(F)cc1 (configuration not stated)	5	9	-4	-5	-8	-4	-5	-15
Cc1ccc(-c2nn3c(C)nnc3c3ccccc23)cc1S(=O)(=O)NC(C)(C)CO	-16	39	-26	5	4	-2	0	-13
CCOC(=O)C1=C(CN2CCN(C(=O)OCC)CC2)NC(=O)NC1c1ccc2c(c1)OCO2 (configuration not stated)	0	-8	16	2	-3	-1	3	6
COc1ccc(N2CCN(CCNS(=O)(=O)c3ccc(C)cc3)CC2)cc1	2	8	6	-3	3	-5	2	-5
CCN(CCCNC(=O)C1CCC(=O)N1Cc1ccc(F)cc1)c1cccc(C)c1 (configuration not stated)	6	10	17	13	10	-6	2	0
CCN1CCN(C(c2ccccc2)c2nnnn2Cc2ccc3c(c2)OCO3)CC1 (configuration not stated)	-29	-10	7	2	1	8	2	5
Cc1ccc(-c2csc(=S)n2CC(=O)OCC(=O)NC(C)C(C)C)cc1 (configuration not stated)	-5	7	16	-11	10	-10	0	-9

Reprinted from the listing (three entries):
SMILES	SENP6 inh	Apaf1 inhib	SENP8 block-1	SENP7 block	PfGluPho inh	HKDC1 inh	SENP1 FRET inh	SENP8 block-2
Cc1ccc(NC(=O)CN(C)C(=O)CSc2nnc(N)s2)cc1	-5	-6	19	-5	2	-3	2	2
COc1ccc(/C=C/C(=O)N2CCN(C)CC2)cc1OC	-14	5	-175	-11	1	-2	-1	-9
CCC(C)NC(=O)CSC1=Nc2ccccc2C2=NC(CCC(=O)NCc3ccco3)C(=O)N12 (configuration not stated)	-4	2	-145	0	-12	-4	2	-3
